# Dynein cargo inh – inhibitors of GR-EGFP nuclear translocation, primary screen, dynein cargo transport inhibitor project, imaging, high-content, 3617.4 mouse cells. test concentration mostly 20 µM; stimulated with dexamethasone, 1 µM; stronger effect = lower value. z-score, hits read low. 220,000 compounds, 0.47% hits;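 active = plate z-score of nuclear minus cytoplasmic receptor signal below a set negative limit, without overly bright fluorescence or cell loss, cut at about -3.5 in these data, passing the limit was not always enough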;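 also: z-score of nuclear minus cytoplasmic ring GR-EGFP intensity difference per well; some compounds called inactive have numbers as strong as hits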
#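 Buffer or medium: Induction medium lacking tetracycline, stripped serum | Also added: Dexamethasone agonist, 1.0 µM final, for 30 min | Timing: 48 h induction, 1 h compound, 30 min dex at 37 °C | Detection: Formaldehyde fixation, Hoechst nuclear stain, 10x automated fluorescence imaging | Measure: Nuclear versus cytoplasmic GR-EGFP signal, averaged per well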
# Lipid droplet – inhibitors of hepatocyte lipid droplet formation, primary screen, imaging, high-throughput imaging, BODIPY stain | 240,000 compounds, 0.4% hits | inhibition, % at 6.5 µM | AML12 mouse hepatocytes, oleate lipid droplets | AID 1656, 2009;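 active = lipid droplet intensity inhibited by at least 50%, with more than 500 cells counted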
#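 Technique: fluorescence imaging, 20x objective, two fields per well / Assay system: AML12 hepatocytes (mouse) / Measure: % inhibition of lipid droplet signal / Doses: 6.5 µM single-point dosing / Incubation: overnight exposure / Reagent: 100 µM oleic acid challenge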
# bCat nuc transl – modulators of beta-catenin nuclear translocation, primary screen, imaging, HeLa cells, immunofluorescence, high-content | nuclear translocation activity, % at 5 µM | 190,000 compounds, 0.3% hits;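 active = nuclear translocation activity above 50% at 5 µM, with a well cell count of 50 or more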;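 also: per-cell ratio of nuclear to cytoplasmic median beta-catenin stain intensity; plate controls were DMSO negative control for no effect and GSK-3 inhibitor IX positive control for full effect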
#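 Technique: fluorescence imaging of beta-catenin antibody stain plus DAPI / Material: human HeLa cell line / Incubation: compound treatment 24 h, 37°C, 5% CO2 / Read-out basis: % activation of per-cell nuclear versus cytoplasmic median beta-catenin signal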
# Ins promoter up – insulin promoter activators in MIN6 cells, imaging, high-content screening, mouse beta cells. z-score at 5 µM. MIN6 insulin promoter-GFP reporter; stronger effect = higher value. 190,000 compounds, 0.3% hits. AID 1625, 2009;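 active = z-score above 3 at 5 µM with at least 500 cells counted in the well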
# MT stabilizer – microtubule stabilizers in HeLa cells, primary screen, imaging, high-content imaging. HeLa tubulin immunostaining HCS, 24 h; share of cells brighter than vehicle mean+2SD. % tubulin-high responders, % at 10 µM. 200,000 compounds, 0.83% hits. AID 2205, 2009;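 active = plate Z-score above 3 for both tubulin-high and condensed-nucleus cell shares, with cell loss under 80%, at 10 µM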;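 also: anti alpha tubulin signal scored within the nucleus-defined area of each cell; some results filed as inactive read as strong as hits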
# ER stress rescue – rescue of cells from ER stress-induced death, primary screen, 384-well, CSM14.1, thapsigargin, ATP luminescence (AID 1222); cellular ATP content (survival), % at 20 µM; hits with a dose series show EC50 in µM; 190,000 tested, under 10 active; CSM14.1 thapsigargin-induced death rescue, ATP luminescence; higher % means a stronger effect;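 active = EC50 below 50 µM in the dose-response confirmation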;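 also: death triggered by thapsigargin at about 15 µM added after 2 h compound pretreatment; cell ATP read after overnight thapsigargin exposure of roughly 18 to 22 hours; normalized against plate controls of thapsigargin alone and 5% DMSO vehicle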
# XIAP antagonists – XIAP antagonists, biochemical, IAP family, fluorescence polarization (AID 1018); XIAP BIR domain, fluorescence polarization peptide displacement; higher % means a stronger effect; displacement, % at 20 µM; hits with a dose series show IC50 in µM; 200,000 compounds, 0.007% hits; in the data active = displacement above about 50%; also: a part of the inactive calls stands beside numbers as strong as those of hits
# WT yeast gro inh – growth inhibition of WT strain, primary screen, mitochondrial fusion inhibitor project, WT and mutant strains, chemical genetic | mitochondrial fusion phenotypic screen | 190,000 compounds, 2.1% hits | inhibition, % at 10 µM; in the data active = inhibition above about 58%; tested in S. cerevisiae
# Autophagy mod – autophagy modulators in MEF cells, primary screen, imaging, high-content, MEF GFP-LC3; MEF GFP-LC3 puncta imaging; test concentration mostly 10 µM; calls only at 10 µM (by protocol); 190,000 compounds, 0.98% hits;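 active = percentage of spot-positive cells more than 3 SD above its plate mean, without a fluorescence outlier flag or 80% toxicity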;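 also: spot-positive cell cutoff set from DMSO-treated cells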
# WT yeast gro inh mutant strain – also measured in WT yeast gro inh; calls as there; inhibition, %; mitochondrial fusion phenotypic screen, mutant strain inhibition
# Dynein cargo inh cytoplasmic EGFP – recorded beside Dynein cargo inh, whose call it bears; z-score; measured here: cytoplasmic GR-EGFP intensity; stronger effect = higher value
# Dynein cargo inh nuclear GR-EGFP – recorded beside Dynein cargo inh, whose call it bears; z-score; measured here: nuclear GR-EGFP intensity;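 lower value marks the stronger effect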
# Dynein cargo inh cell count – further read-out of Dynein cargo inh, marked with its call; z-score; measured here: cell count per field
# Ins promoter up cell count – also measured in Ins promoter up; calls as there; cell count; measured here: cytotoxicity, nuclei count;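 total cells summed across four imaged fields per well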
# Lipid droplet cells 6.5 µM – second read-out of Lipid droplet, no call of its own (marks repeat the call); cell count; measured here: cell count, cytotoxicity flag;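 cells counted across two imaged fields per well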
# bCat nuc transl cell count 5 µM – second read-out of bCat nuc transl, no call of its own (marks repeat the call); cell count; measured here: cell count, cytotoxicity flag
# MT stabilizer Hoechst-high % – also measured in MT stabilizer; calls as there; % Hoechst-high responders; measured here: nuclear condensation Hoechst responders;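 share of cells brighter than vehicle mean plus two SD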
# MT stabilizer cytotoxicity % – second read-out of MT stabilizer, no call of its own (marks repeat the call); toxicity, %; measured here: cytotoxicity by cell density;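 0% = mean cell density of plate MIN control wells and 100% = no cells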
# Autophagy mod cell loss 18 h – recorded beside Autophagy mod, whose call it bears; toxicity, %; measured here: cell loss, nuclei count;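 cell loss after 18 h compound exposure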
# * marks the source's active call; other numbers are inactive results; i = inactive; · = no result given; + = active, no number. The order is random. About 4% of those tested had a hit in this group.
SMILES,Dynein cargo inh,Dynein cargo inh cytoplasmic EGFP,Dynein cargo inh nuclear GR-EGFP,Dynein cargo inh cell count,Lipid droplet,Lipid droplet cells 6.5 µM,bCat nuc transl,bCat nuc transl cell count 5 µM,Ins promoter up,Ins promoter up cell count,MT stabilizer,MT stabilizer Hoechst-high %,MT stabilizer cytotoxicity %,ER stress rescue,XIAP antagonists,WT yeast gro inh,WT yeast gro inh mutant strain,Autophagy mod,Autophagy mod cell loss 18 h
COc1ccc(NC(=O)CN(C)CC(=O)Nc2cccc(S(=O)(=O)N(C)c3ccccc3)c2)cc1,-0.482,-0.266,0.0971,0.505,20.8,696,-4.8,1072,-1.07,1232,4.6,2.4,4.4,0.8%,-3.0%,-4.4,5.3,i,4.8
Cc1csc2nc(CNS(=O)(=O)c3ccc4c(c3)OCCO4)cn12,1.33,0.0292,1.21,-1.26,-4.6,619,0.1,1108,-1.35,1760,2.4,3.7,7.1,-1.6%,-3.9%,-6.8,0.9,i,-3.8
Cc1ccc2nc(NNC(=O)c3ccc4c(c3)OCCO4)sc2c1,0.26,-0.27,0.896,-0.0618,3.4,745,4.9,526,-0.27,1079,4.9,1.4,5.5,-5.9%,-5.0%,3.7,-5.7,i,21.4
CN(C(=O)CSc1nc(N)nn1-c1ccccc1)c1ccccc1,-0.0689,-0.262,-0.0424,0.455,·,·,·,·,-0.6,913,1.9,4.0,6.7,0.9%,-6.1%,2.9,-8.4,i,28.7
COc1ccc(CN2CCNC(=O)C2CC(=O)NCCCn2cccn2)c(OC)c1 (stereo not drawn),-0.919,0.0583,-0.313,0.766,20.9,752,-2.0,999,-0.4,1523,1.6,1.1,4.7,0.4%,3.2%,-3.2,7.9,i,-37.6
Cc1cccc(C(=O)N2CCN(c3ccc(C(F)(F)F)cn3)CC2)c1C,0.228,-0.207,-0.0546,-0.175,12.5,753,·,·,·,·,2.3,2.2,3.5,0.0%,-4.1%,23.9,31.0,i,0.1
CC(C)(C)c1ccc(C(=O)NC(=S)Nn2cnnc2)cc1,-0.589,-0.26,-0.621,0.962,-5.5,624,-3.5,1130,-0.44,1555,3.5,3.3,4.4,-3.3%,-3.1%,-9.8,3.3,i,-2.7
Cc1ccc(-n2c(SCc3ccc(C#N)cc3)nnc2-c2ccccn2)cc1,-0.587,-0.233,0.02,0.313,·,·,-3.8,1007,-1.28,1293,1.9,2.4,10.1,-0.6%,-1.7%,-8.1,-2.0,i,-2.4
Cc1cccc(-c2nc3cc(NC(=O)C4CCCO4)ccc3o2)c1 (stereo not drawn),-0.883,-0.162,-0.222,0.314,0.8,621,-0.2,1021,0.17,1421,3.8,2.0,4.4,-3.6%,-14.5%,38.8,48.2,i,-1.5
CCN(CC)C(=O)c1sc(NC(=O)c2cccc([N+](=O)[O-])c2)c(C#N)c1C,-0.905,-0.327,-0.738,0.989,0.4,688,0.8,967,·,·,2.2,3.0,3.9,-1.5%,-2.9%,-0.1,-2.1,i,3.1
O=C1CCCN1c1ccc(S(=O)(=O)NCCOc2ccccc2)cc1,-0.124,-0.0166,0.0623,0.267,-8.9,663,0.7,556,·,·,4.2,2.5,3.0,-3.0%,-2.6%,-7.2,0.4,i,1.2
O=C(Nc1ccc2c(c1)OCCO2)c1cc(-c2ccccn2)nc2ccc(Br)cc12,-0.303,-0.256,-0.054,0.109,2.4,543,0.9,1407,0.22,1417,3.0,1.9,0.6,1.6%,-8.8%,1.5,9.4,+,-7.6*
CC(=O)N1CCN(c2ccccc2NC(=O)c2ccc(C#N)cc2F)CC1,0.265,-0.318,0.17,0.822,-3.9,761,-2.7,1005,0.26,1460,3.9,1.7,7.0,-1.1%,-9.3%,-22.2,-15.7,i,4.8
CCOc1ccccc1N1CCN(C(=O)COc2ccc3c(C)cc(=O)oc3c2)CC1,1.35,-0.356,0.787,-0.138,11.7,679,1.0,1131,-1.41,1112,4.1,2.3,4.2,3.6%,-1.9%,3.8,-8.2,i,7.3
COc1ccccc1NC(=O)CN(C)S(=O)(=O)c1ccc2c(c1)CCC(=O)N2,-0.278,-0.283,-0.164,0.28,·,·,-6.5,1110,-1.08,972,2.0,4.1,6.1,0.0%,1.7%,-7.0,-8.7,i,-5.2
CC(C)Nc1oc(-c2cccc3ccccc23)nc1C#N,-1.68,-0.192,-0.325,0.803,·,·,-2.4,1048,0.8,1515,1.6,2.1,5.5,-0.3%,-5.3%,-11.5,-6.7,i,-1.9
CCOC(=O)c1ccccc1NC(=O)c1ccccc1N(C)S(C)(=O)=O,-0.838,-0.0419,-0.138,-0.0541,-0.8,669,-2.1,1050,0.33,1803,3.0,1.3,26.1,-2.5%,-2.5%,2.6,-7.7,i,8.4
CN(C)CCCNS(=O)(=O)c1cc(Cl)ccc1Cl,-0.234,-0.183,0.201,0.114,0.8,764,0.8,1122,0.18,1213,4.5,1.8,4.9,3.0%,-4.3%,6.1,14.7,i,6.1
COCC(=O)N(Cc1cc2ccccc2[nH]c1=O)c1ccc(OC)cc1,0.77,-0.298,0.137,0.222,·,·,-9.5,1078,-0.1,1364,2.5,0.9,0.3,-2.9%,-1.2%,-15.8,1.2,i,6.9
Cc1ccc(S(=O)(=O)N2CCCC2C(=O)Oc2ccccc2)cc1 (stereo not drawn),-0.383,-0.312,-0.0177,0.16,-1.4,815,-5.0,1124,-0.01,1363,4.6,2.9,5.5,-3.5%,-13.4%,19.9,-2.4,i,3.1
COc1ccc(C(=O)CSc2n[nH]c(-c3ccco3)n2)cc1,1.53,-0.205,1.69,-0.479,·,·,1.5,866,0.97,1231,4.4,3.8,5.5,1.3%,-0.9%,-11.2,-1.5,i,-5.4
COc1ccc(OC)c(NC(=O)C2CCN(C(=O)c3cccs3)CC2)c1,-0.268,-0.182,-0.723,-0.211,1.0,671,0.3,1570,-0.1,1502,1.1,1.1,4.7,1.1%,12.4%,-18.4,-13.8,i,-7.5
CCc1cccc(C)c1NC(=O)Nc1ccc2c(c1)OCO2,1.22,-0.144,0.966,-0.899,17.2,676,1.6,987,-0.18,1571,2.0,1.3,12.5,0.4%,-4.3%,-0.8,-1.5,i,-8.2
Cc1cc(C)c(C)c(OCC(=O)NCc2nc(-c3ccccc3)no2)c1,-0.717,-0.296,-0.41,0.419,7.6,743,·,·,·,·,1.6,2.0,5.7,-1.2%,-6.7%,34.5,25.9,i,-1.7
CCSc1nnc(NC(=O)CCNS(=O)(=O)c2cc(Br)cnc2N)s1,0.0644,-0.231,-0.219,0.391,-1.1,654,1.1,895,0.48,991,4.7,2.4,5.4,·,-7.4%,-0.9,-13.4,i,-10.3
CCCCNC(=O)c1cc2c(-c3ccc(Cl)cc3)nn(C)c2s1,0.147,-0.152,0.241,0.358,·,·,·,·,-0.15,845,6.5,3.1,7.0,0.0%,-2.9%,3.0,-6.7,i,-0.9
Cn1[nH]c(C(F)(F)F)c(C=Nc2ccc(Cl)cc2)c1=O,1.8,-0.252,1.08,-1.76,3.7,687,-1.8,1156,0.06,1332,3.2,2.6,12.5,·,-7.0%,-4.3,-1.4,i,0.2
COC(=O)c1sc(NC(=O)c2csc3c2CCCC3)nc1C,2.42,-0.161,1.37,-1.18,-20.4,547,-0.9,1052,-0.05,1812,4.4,2.8,6.9,-0.1%,-3.3%,16.5,0.9,i,1.9
